# ERa coact pot = ER-alpha (human) coactivator binding potentiation; actives 1.3% (n = 86,000); TR-FRET ERalpha-LBD/SRC-Cy5 coactivator binding, 2 h; 100 = basal binding, no effect; AID 639; coactivator binding (% of control), % at 25.6 µM; in the data active = activity above about 200%;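 also: binding measured in presence of low estradiol as agonist stimulus; 0% = peptide alone without receptor and 100% = receptor with peptide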
# Smad3 FoxH1 inh = Smad3 (human) transcription factor binding inhibition | P84022 | TR-FRET Smad3/Dy647-FoxH1 peptide binding, europium anti-His | inhibition, % at 25 µM | actives 0.29% (n = 88,000) | AID 630;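 active = compounds that reduce the energy-transfer binding signal between the protein and its labelled peptide by more than half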;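 also: 0% = Smad3 plus labelled peptide maximal FRET and 100% = peptide-only background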
# Target sequence (P84022 whole entry, looked up): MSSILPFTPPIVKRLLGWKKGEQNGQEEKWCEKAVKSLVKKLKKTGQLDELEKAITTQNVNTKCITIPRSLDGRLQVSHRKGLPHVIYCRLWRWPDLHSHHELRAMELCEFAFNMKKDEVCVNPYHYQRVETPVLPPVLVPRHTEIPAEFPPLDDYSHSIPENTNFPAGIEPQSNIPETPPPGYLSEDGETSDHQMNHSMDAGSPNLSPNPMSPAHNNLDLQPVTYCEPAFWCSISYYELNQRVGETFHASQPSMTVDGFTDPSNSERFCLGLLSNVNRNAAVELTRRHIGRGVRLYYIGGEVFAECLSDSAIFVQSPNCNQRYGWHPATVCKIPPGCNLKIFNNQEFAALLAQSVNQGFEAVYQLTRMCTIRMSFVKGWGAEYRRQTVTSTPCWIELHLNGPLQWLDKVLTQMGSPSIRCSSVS
# HUVEC prolif 384 = blocks proliferation of human endothelial cells; AID 648; HUVEC proliferation, CellTiter-Glo luminescence, 72 h; stronger effect = lower value; actives 1.1% (n = 86,000); viability, % at 10 µM (by protocol);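 active = viability at or below 30%; inactive = viability above 30%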;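 also: 100% = median luminescence of DMSO-only cell control wells on each plate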
# ERa SRC1 inh = blocks coactivator binding to human estrogen receptor alpha. P03372. TR-FRET ER-alpha LBD / SRC-1 peptide, estradiol-bound. inhibition, % at 25.6 µM. actives 1.7% (n = 86,000); in the data active = inhibition above about 50%;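 also: 0% = receptor plus peptide control and 100% = peptide only without receptor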
# Mac1 fbg enh = enhancers of human CD11b/CD18 binding to fibrinogen; actives 0.07% (n = 93,000); P05107+P11215; AID 1499; K562 CD11b/CD18 adhesion to fibrinogen, ATPlite luminescence; activation, % at 10 µM;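 active = 10 µM primary screen giving 50% or more activity, confirmed by 40% or more on retest at that dose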; also: strong numbers were not always called active
# ERb SRC1 inh = blocks coactivator binding to human estrogen receptor beta; TR-FRET ER-beta LBD / SRC1-Cy5 peptide binding; receptor agonist-loaded with 1 µM estradiol; inhibition, % at 25.6 µM; actives 1.3% (n = 86,000);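 active = compounds whose percent inhibition of the receptor-coactivator binding signal exceeds about 50% in the single-dose screen, limit read from the data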;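 also: 0% = receptor plus peptide wells without compound and 100% = peptide-only wells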
# Target sequence (Q92731 whole entry, looked up, the tested form may be a part): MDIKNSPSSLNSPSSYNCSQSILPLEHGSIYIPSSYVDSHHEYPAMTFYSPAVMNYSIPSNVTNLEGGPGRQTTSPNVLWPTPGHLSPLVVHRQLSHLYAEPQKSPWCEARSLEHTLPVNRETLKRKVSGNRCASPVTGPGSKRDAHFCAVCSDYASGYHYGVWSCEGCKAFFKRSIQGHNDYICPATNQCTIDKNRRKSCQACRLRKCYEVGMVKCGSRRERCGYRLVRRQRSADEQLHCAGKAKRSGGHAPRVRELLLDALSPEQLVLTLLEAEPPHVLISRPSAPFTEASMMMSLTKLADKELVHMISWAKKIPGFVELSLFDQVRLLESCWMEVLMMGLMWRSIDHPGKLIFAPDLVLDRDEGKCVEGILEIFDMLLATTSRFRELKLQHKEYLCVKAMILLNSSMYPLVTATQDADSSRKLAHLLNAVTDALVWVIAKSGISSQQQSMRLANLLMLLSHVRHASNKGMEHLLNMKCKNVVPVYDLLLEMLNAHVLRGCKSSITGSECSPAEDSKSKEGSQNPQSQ
# Fibroblast inh = blocks proliferation of human lung fibroblasts; LL 47 human lung fibroblast viability, ATP luminescence; stronger effect = lower value; viability, % at 10 µM; actives 1.1% (n = 85,000); AID 719;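 active = viability at or below 50% in the single dose screen; inactive = viability above 50%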;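 also: compound exposure lasted 72 h before the ATP readout; 100% = median luminescence of untreated cell-only wells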
#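 test system = LL 47 human lung fibroblasts | amount = 1,150 fibroblasts seeded per well | medium = 15% FBS in IMEM | times = overnight cell rest, 72 h compound treatment at 37 °C | measured by = CellTiter-Glo luminescence measuring cellular ATP | read-out = viability percentage against median untreated-cell control | benchmarks = cell-only wells, no compound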
# MT1-MMP txn act = MT1-MMP promoter transcription activation; activation factor at 10 µM; HT1080 MT1-MMP promoter luciferase reporter, luminescence, overnight; stronger effect = higher value; actives 0.16% (n = 86,000);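 active = activation factor of at least 2 for MT1-MMP transcription at 10 µM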
# H69AR inhibit = blocks growth of human H69AR lung tumor cells. viability, % at 10 µM. H69AR lung tumor viability, ATP luminescence, 72 h; stronger effect = lower value. AID 598. actives 6% (n = 85,000);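 active = viability at or below 40%; inactive = viability above 40%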;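 also: multidrug resistant small cell line overexpressing MRP-1 efflux transporter; 100% = mean luminescence of untreated control wells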
# Active calls of the source: *; / = not tested or not shown; [ ] = dose if it differs, or a comment. Only part of the results is shown, so the mix of outcomes need not match the whole.
SMILES,ERa coact pot,Smad3 FoxH1 inh,HUVEC prolif 384,ERa SRC1 inh,Mac1 fbg enh,ERb SRC1 inh,Fibroblast inh,MT1-MMP txn act,H69AR inhibit
CN(C)c1ccc(NC(=O)CSc2nc3c(c(=O)[nH]2)CCCC3)cc1,112.6,-0.1,84.3,-3.6[fluorescence artefact?],/,-0.1,99.0,1.2,93.3
CC(=O)NC1(C(F)(F)F)C(=O)N(Cc2ccccc2)C2=C1C(=O)CC(C)(C)C2 (centres undefined),95.6,12.2,88.0,3.6,/,6.7,95.9,1.1,88.8
CC1(C)CC(=O)C2=C(C1)N(Cc1ccco1)C(=O)C2(NC(=O)c1ccc(Cl)cc1Cl)C(F)(F)F (centres undefined),110.8,4.8,97.6,-6.3,/,-5.7,92.2,1,85.4
Cc1ccc(NC2=NCCCCC2)cc1,103.9,-4.6,104.3,-8.1,0.1,-14.7,96.5,1.2,99.2
CCOC(=O)CCNc1n[nH]c(=O)[nH]c1=O,126.6,-3.3,102.4,-0.7,10.7,-3.4,105.2,1.1,110.7
Cc1cc(C)nc(/N=c2/ssnc2Cl)c1,101.4,23.8,113.3,-11.2,-3.8,-0.8[fluorescence artefact?],105.4,0.9,19.5*
COc1ccc(N2CCN(S(=O)(=O)c3ccc(C(=O)NCc4ccco4)cc3)CC2)cc1,115.9,4.6,57.7,-5.2,/,-6.9,61.4,1.1,72.2
CCC(C)NC(=O)CN(c1ccc(OC)cc1)S(=O)(=O)c1ccc(NC(C)=O)cc1 (centres undefined),89.9[fluorescence artefact?],13.4[fluorescence artefact?],105.2,2.1[fluorescence artefact?],-4.9,1.2,102.1,1.1,97.0
CC(=O)c1c(C(C)=O)c(C)n(Cc2ccccc2)c1C,102.4,-3.7,99.0,3.5,95.8,3.7[fluorescence artefact?],95.6,1,97.3
CCN(CC)CCCNS(=O)(=O)c1ccc(OC)cc1,142.2[fluorescence artefact?],-0.6,95.6,-2.3,-4.6,-1.1,101.1,1,94.8
COc1cc2c(cc1OC)C(C(=O)NCc1ccco1)C1c3ccccc3CCN1C2=O (centres undefined),82.7,3.6,92.4,-4.8,-0.6,-2.8,110.7,1.1,92.7
COc1cc(C2C(C#N)=C(N)Oc3cc(C)n(CCc4ccccc4)c(=O)c32)cc2c1OCO2 (centres undefined),127.8,5.3,74.1,15.1,-1.8,10.0,75.1,1.2,51.2
CCCCSc1nnc(-c2ccc(NC(=O)CCc3ccccc3)cc2)n1C,121.4,-9.7,99.1,8.1,/,4.2,103.2,1.2,79.6
N#CC1=C(N)Oc2n[nH]c(-c3ccncc3)c2C1c1ccsc1 (centres undefined),101.0,6.1,117.9,-1.5,5.7,2.0,102.4,1,93.8
COc1ccc(CN2CCN(C(=O)CC(C)C)CC2)cc1OC,101.6,13.7,94.7,-1.1,/,0.7,105.7,1,82.7

# Continued, overlapping the part above by 2 compounds.
SMILES,ERa coact pot,Smad3 FoxH1 inh,HUVEC prolif 384,ERa SRC1 inh,Mac1 fbg enh,ERb SRC1 inh,Fibroblast inh,MT1-MMP txn act,H69AR inhibit
N#CC1=C(N)Oc2n[nH]c(-c3ccncc3)c2C1c1ccsc1 (centres undefined),101.0,6.1,117.9,-1.5,5.7,2.0,102.4,1,93.8
COc1ccc(CN2CCN(C(=O)CC(C)C)CC2)cc1OC,101.6,13.7,94.7,-1.1,/,0.7,105.7,1,82.7
Cc1cc(Nc2nc3ccccc3nc2Cl)n(-c2ccc([N+](=O)[O-])cc2)n1,99.1,8.8,67.0,2.6,-1.4,-1.0,67.6,1,21.4*
CCCCOP(=O)(c1ccc(N(C)C)cc1)C(O)c1ccncc1 (centres undefined),106.9,-1.3,88.5,-1.8,-2.7,-2.5,95.4,1.1,72.9
O=P(O)(CCc1ccccc1)C(O)c1ccccc1 (centres undefined),113.0,2.3,98.9,1.0,/,-10.7,105.3,1.1,86.6
CC1=C(C#N)C(c2cccnc2)C2=C(CC(C)(C)CC2=O)N1 (centres undefined),109.9,9.8,94.2,-27.8,0.2,-24.0,98.6,1.2,54.1
NC(=O)c1sc2nccc(Nc3ccccc3)c2c1N,105.7,8.0,73.4,0.4,0.8,1.2,107.8,1.2,65.4
COc1cc(NC(=O)c2ccc3c(c2)OCO3)c2ncccc2c1,136.9,2.0,73.8,13.7,/,13.0[fluorescence artefact?],88.2,1.4,47.0
Cc1cc(C)c(OCC(=O)Nc2cccc(O)c2)cc1C,95.6,-13.1,60.8,-5.8,-0.4,-5.9,123.0,/,97.5
CCCn1c(NCc2ccc(N(C)C)cc2)nc2ccccc21,110.5,-3.1,80.9,-3.0,-1.2,-8.5,96.2,1.4,84.0
C=CCc1ccc(OCCCCN2CC(C)OC(C)C2)c(OC)c1 (centres undefined),113.4,-6.8,102.5,0.5,2.9,-4.1,95.5,1.1,84.1
CC1=Nc2ccccc2NC(=O)C1Sc1nnc(C)s1 (centres undefined),97.8,-0.8,112.0,13.4,/,9.5,102.8,1.1,92.1
CC(=O)Nc1cccc(OC(=O)c2ccoc2C)c1,85.4,8.3,106.9,13.7,0.8,21.0,106.3,1.2,100.5
Cc1ccc(S(=O)(=O)Nc2c(C)nn(C)c2C)cc1,116.2,10.3,98.9,2.2[fluorescence artefact?],-0.6,-2.4[fluorescence artefact?],102.9,1.2,99.4
Cc1onc(-c2ccccc2)c1C(=O)NCc1cccs1,86.9,-9.5,89.0,0.7,2.4,-14.0,102.0,1.1,80.1
COC(=O)CC1SC(=O)NC1=Nc1ccc(C)cc1 (centres undefined),106.3,-1.7,98.0,4.2[fluorescence artefact?],3.4,4.2[fluorescence artefact?],105.5,1.1,103.0
CCCN1/C(=C2/SC(=S)N(CC)C2=O)C=Cc2ccccc21,83.9[fluorescence artefact?],1.3,68.1,3.9,4.2,-0.5,83.3,1.3,40.6
CC(C)OC(=O)CSc1nnc(-c2ccc(Cl)cc2)n1N,98.6,6.7,93.5,-10.0,-0.5,-2.3,103.2,1.2,100.7
CCCCn1c(CNC(=O)CCC)nc2ccccc21,122.0,7.7[fluorescence artefact?],101.6,-3.1,0.4,-9.3,106.6,1.1,102.9
O=C(O)CSCCC(=O)Nc1ccc(F)cc1,125.9,3.5,96.5,0.7[fluorescence artefact?],-6.0,-3.4[fluorescence artefact?],110.9,1.3,109.9
CC1(C)C(=O)OC(C(=O)c2ccc(C(C)(C)C)cc2)C(C)(C)C1=O (centres undefined),87.2,7.5,90.9,1.3,1.5,-5.5,97.0,1.1,72.0
COc1cccc(NC(=O)N2CCC(C(N)=O)(N3CCCCC3)CC2)c1,112.1,-3.4,89.7,-39.4,/,-8.3[fluorescence artefact?],95.8,1.1,108.2
N=C1C(=O)OCC1c1cc(Cl)ccc1NC(=O)Nc1ccccc1 (centres undefined),103.4,-8.7,94.3,-0.5,/,2.8[fluorescence artefact?],105.2,1.1,86.4
c1ccc(COCCN2CCN(CCOCc3ccccc3)CC2)cc1,86.9,6.0,93.2,0.9,-3.5,7.8,105.1,1.3,83.3
CC(=O)c1ccc(N2CCN(C(=O)c3ccc(NC(=O)C4CCCO4)cc3)CC2)cc1 (centres undefined),107.0,3.3,96.2,6.7,2.3,2.5[fluorescence artefact?],103.3,1.3,96.2
COc1ccccc1NC(=O)c1cc2ccccc2o/c1=N\O,91.0[fluorescence artefact?],-0.7,67.0,15.1[fluorescence artefact?],17.0,-1.3,97.1,1.6,52.6
CCOc1ccccc1OCCCC(=O)Nc1ccc(OC)nc1,126.2,3.0,99.1,-4.1,-2.9,-1.6,95.2,1.2,101.6
O=C(CSc1nnc(-c2ccncc2)n1CC1CCCO1)Nc1nccs1 (centres undefined),99.9[fluorescence artefact?],0.8,92.8,-0.7,/,2.2,100.0,1,87.8
COCc1nc(-c2cc(Br)ccc2OC)no1,123.9[fluorescence artefact?],5.3,93.6,-2.9,2.2,-4.2,92.2,1,91.8
COc1cc(NC(=O)c2ccco2)c(OC)cc1NC(=O)CSc1nnc(-c2cccs2)n1C,98.6,4.0,92.6,-4.5,-5.1,-9.0,104.8,0.9,84.6
Nc1cc(=O)nc(SCC(=O)NC2CCCCC2)n1-c1ccccc1,102.9,-2.2,97.0,-3.2,-2.6,-9.3,101.0,1,98.2
Cc1cccc(N2CCN(c3nc4ccc(Cl)cc4n4cnnc34)CC2)c1C,130.8,1.1,13.6*,3.6,/,-4.1[fluorescence artefact?],28.8*,1,2.1*

# Overlap with the part before: 2 entries, then new ones.
SMILES,ERa coact pot,Smad3 FoxH1 inh,HUVEC prolif 384,ERa SRC1 inh,Mac1 fbg enh,ERb SRC1 inh,Fibroblast inh,MT1-MMP txn act,H69AR inhibit
Nc1cc(=O)nc(SCC(=O)NC2CCCCC2)n1-c1ccccc1,102.9,-2.2,97.0,-3.2,-2.6,-9.3,101.0,1,98.2
Cc1cccc(N2CCN(c3nc4ccc(Cl)cc4n4cnnc34)CC2)c1C,130.8,1.1,13.6*,3.6,/,-4.1[fluorescence artefact?],28.8*,1,2.1*
Cc1cc(OCC(=O)NCC(C)C)cc(C)c1Br,100.6,-1.2,87.5,-1.3,-2.9,1.3,94.8,1,111.8
Cc1ccc(S(=O)(=O)Nc2ccccc2C(N)=O)cc1,95.9,-3.7,89.0,-3.8,-4.5,-9.9,91.2,1,95.9
COc1ccc(C2CC(C(F)(F)F)n3nc(C(=O)NCCCn4ccnc4)cc3N2)cc1OC (centres undefined),92.5,-1.3,94.6,-4.8,6.7,0.7,97.0,1,95.1
COc1ccc(NS(=O)(=O)c2ccc(Br)s2)cc1OC,107.2,9.0,96.8,-7.2,-1.9,-2.4,100.5,/,109.5
O=C(Nc1ccccc1)N1CCN2C(=O)c3ccccc3C12c1ccccc1 (centres undefined),104.1,-3.3,91.7,1.7,-4.3,9.1,101.9,1.1,82.6
CCOC(=O)N1CCC(NC(=O)CN(C)S(=O)(=O)c2cc3c(cc2Cl)NC(=O)CO3)CC1,101.0,8.2,100.3,-3.9,-3.9,-3.0,98.1,/,110.9
CCC(C)C(NC(=O)OC(C)(C)C)C(=O)NC(CC(C)C)C(N)=O (centres undefined),129.4,-6.2,94.2,-2.0,2.1,-3.7,102.1,0.9,100.4
COc1ccc(NC(=O)/C(Cl)=C(/Cl)S(=O)(=O)Cc2ccc(C)cc2)cn1,102.0,1.6,5.4*,10.7[fluorescence artefact?],-0.9,-2.1[fluorescence artefact?],2.3*,/,93.8
CC1CCC(NC(=O)Cn2cc3c(n2)CCCC3)CC1 (centres undefined),109.7,12.7,98.8,0.6,-8.3,-7.8,107.8,1.5,102.2
COC(=O)C1C2C=CC3(CN(c4cccc(Cl)c4)C(=O)C13)O2 (centres undefined),130.4,-12.3,100.2,-0.2,1.6,-4.3[fluorescence artefact?],99.4,1.1,95.1
Cc1cccc(N(CC(=O)NC2CCCCC2)C(=O)c2c(C)noc2C)c1,87.2,7.7,101.5,-3.2,-5.5,-2.9,94.9,1.2,83.4
O=C(c1ccccc1OCc1ccccc1Br)N1CCN(c2ncccn2)CC1,112.0,-6.1,72.6,2.1,3.2,-2.6,74.1,1.1,28.3*
COc1ccc(OC)c(S(=O)(=O)Nc2cccnc2)c1,94.2,15.5,100.3,2.4,-2.1,-1.1,100.2,1.1,109.6
CCOC(=O)c1cnc(SCc2ccc(C)cc2)nc1N,96.3,10.3,103.3,-11.8,2.4,-7.4,95.1,1.3,87.9
COC(=O)c1ccccc1NC(=O)CN(Cc1ccccc1)S(C)(=O)=O,126.1,12.4[fluorescence artefact?],98.6,1.5,0.9,11.1,91.5,0.9,90.2

# Screens as filed in PubChem BioAssay.
